S3 lipid droplet – qHTS Assay for Lipid Storage Modulators in Drosophila S3 Cells. lipid storage change, negative = inhibition, % at the top dose, mostly 46.1 µM; hits show Potency in µM. Drosophila S3 cells, BODIPY lipid droplet fluorescence, 18-24 h; cells fed with added oleic acid. hit rate 0.64% among 320,000. AID 2685; active = well fitted inhibition curve with a large enough effect in the signal ratio, with a control signal flat, not every such curve was filed as active; inconclusive = small, poorly fitted or top-dose-only effect, or effect the other way, or a change in a side signal; the % refers to the signal ratio
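Drosophila S3 cells got compounds at several concentrations plus oleic acid (400 uM solution). Laser-scanning cytometry with 488 nm excitation read lipid droplets at 500-530 nm and cells at 575-640 nm. Percent activity was relative to 20 uM Triacsin C.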
S3 lipid droplet cell count max – also measured in S3 lipid droplet; calls as there; cell number change, %; measured here: cell count max response;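 cells counted by Cell Tracker Red CMTPX staining in the red channel; peak over a dose series mostly up to 46.1 µM; percent activity relative to internal control wells on each plate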
An asterisk follows results filed as active; i = inactive; u = inconclusive; x = no result given; [ ] = remark or other dose. % is set by controls: 0 for no effect and ±100 for the full control effect; potency is the fitted concentration of half-maximal effect. A portion of the library; count on the stated rates, not on these rows.

compound | S3 lipid droplet | S3 lipid droplet cell count max
Cc1c(Cl)cccc1NC(CC(=O)c1ccccc1)C(=O)OCC(=O)c1cccs1 (stereo unspecified) | -8% | -14
COc1cccc(OC)c1C(=O)Nn1c(-c2cccs2)nc2ccccc2c1=O | u | x
COc1ccc(S(=O)(=O)n2cnc3ccccc32)c(C)c1 | 13% | 5
CN(C(=O)COC(=O)c1cncc(Br)c1)C1CCS(=O)(=O)C1 (stereo unspecified) | u | x
CC(C)CCN1C(=O)c2ccc(C(=O)Nc3ccccn3)cc2C1=O | u | x
COC(=O)c1cnn(-c2ccc(F)cc2F)c1/C=N/NC(=S)NC(C)(C)C | -6% | 2
COc1cc(C(=O)N/N=C(\C)c2ccccn2)cc(OC)c1OC | u | x
Cc1cccc2sc(NC(=O)C3CCN(S(=O)(=O)c4cc([N+](=O)[O-])ccc4Cl)CC3)nc12 | u | x
COc1ccccc1NC(=O)CN(C)S(=O)(=O)c1cccc2cccnc12 | u | x
O=C(Nc1ccccc1OC(F)(F)F)c1ccc([N+](=O)[O-])cc1 | -6% | 14
Cn1cnc(S(=O)(=O)NCc2ccc(Br)cc2)c1 | i | -23
CC12CCC(C(=O)N(CC3CO3)C1=O)C2(C)C (stereo unspecified) | -2% | -9
COc1ccc2cc(C(=O)C3CCCN(C(=O)c4sc(C)nc4C)C3)ccc2c1 (stereo unspecified) | u | x
Nc1nonc1-c1noc(-c2ccccc2Br)n1 | u | x
Cc1ccc(CNc2nc(C)nc3sc4c(c23)CCC4)cc1 | u | x
Cc1cccc(C)c1NC(=O)CN1C(=O)CCSc2ccc(S(=O)(=O)N3CCCC3)cc21 | i | 1
Cc1[nH]c2ccc3ncccc3c2c1C | u | x
CCCCNC(=O)CCn1c(=O)c2ccccc2n(Cc2ccc(Cl)cc2)c1=O | u | x
Cc1ccccc1NS(=O)(=O)c1ccc(OCC(=O)N2CCCCC2)cc1 | u | x
Cc1ccccc1CN1CCN(Cc2ccc3cccc(F)c3n2)CC1CCO (stereo unspecified) | u | x
CNC(=O)/C(C#N)=C1/SC(Cc2ccc(F)cc2)C(=O)N1c1ccccc1 (stereo unspecified) | 1% | 13
CCOC(=O)CC1=Nc2ccccc2NC(=O)C1 | i | 26
COC(=O)c1ccc(-c2c(-c3ccccc3)ncc3cc(OC)c(OC)cc23)cc1 | 2% | 3
CC(=O)Oc1ccc2cc(-c3nc4ccccc4n3C)c(=O)oc2c1 | u | x
O=[N+]([O-])c1cnc(Sc2ccncn2)s1 | u | x
Oc1ccccc1C(=S)N1CCCCCC1 | u | x
CC(C)Cc1nc(N2CCOCC2)c(C#N)c2c1COC(C)(C)C2 | -1% | x
O=C(Nc1ccccc1-c1nnn(CC(=O)N2CCN(c3ccccc3)CC2)n1)c1cccs1 | u | x
Cc1nn(C(=O)c2cccc([N+](=O)[O-])c2)c(C)c1Cl | 8% | x
COc1ccc(/C=N\NC(=O)c2cc(O)c(O)c(O)c2)cc1CN1CCN(c2ccc(F)cc2)CC1 | 7% | 5
Cc1cc(C(=O)NC(Cc2c[nH]c3ccccc23)C(=O)O)c(C)o1 (stereo unspecified) | 15% | 19
O=C(O)CN1C(=O)C2C3C=CC(C3)C2C1=O (stereo unspecified) | u | x
O=C(CNCC1CCCO1)N1CCCc2ccccc21 (stereo unspecified) | -23% | x
CCCN1C(=O)C(O)(C2CC(=O)CC(C)(C)O2)c2ccccc21 (stereo unspecified) | u | x
CCOC(=O)c1cccc(NC(=O)CSc2nc3cccnc3n2C)c1 | u | x
CN1CCc2c(sc3nc(SCC(N)=O)n(-c4ccc(Cl)cc4)c(=O)c23)C1 | 5% | -1
COc1ccc(CC(=O)Oc2ccc(C)cc2Br)cc1OC | u | x
COc1ccc(CNC(=O)C2CC(c3cccc(OC)c3)=NO2)cc1 (stereo unspecified) | -5% | -18
COC(=O)C(=O)Nc1nnc(COc2ccccc2)s1 | -4% | -3
CCOc1ccc(C(=O)C2CCN(C(=O)c3ccc([N+](=O)[O-])cc3)CC2)cc1 | -13% | -1
COC1CCCN(C(=O)c2ccc3nc(Cc4cccc(Cl)c4)oc3c2)C1 (stereo unspecified) | u | x
CC[C@@H]1[C@H]2CCCC(=O)N3CC[C@@H](C[C@@H]1OC(=O)NCc1ccccc1)[C@@H]23 | u | x
CN(c1ccc(OCC(=O)NC2CCCC2)cc1)S(=O)(=O)c1cccs1 | -5% | -3
NS(=O)(=O)c1ccc(CCNC(=O)C2CCN(c3ncnc4c3nc3n4CCCCC3)CC2)cc1 | u | x
Cc1nn(-c2cc(C(F)(F)F)ccn2)c(=O)o1 | 0% | 5
COc1ccc(S(=O)(=O)N2CCC(C(=O)N3CCCCCC3)CC2)cc1 | i | -11
COc1ccccc1C(=O)Nc1cc(C)on1 | u | x
Cc1ccc2[nH]c3c(c2c1)CN(C(=O)CN1CCSCC1)CC3 | -1% | 1
CC(CC(=O)Nc1cc([N+](=O)[O-])ccc1Cl)c1ccccc1 (stereo unspecified) | u | x
COc1cc(OC)cc(C(=O)NC(=S)NCc2ccco2)c1 | 20% | -21
CN(CC(=O)Nc1c(Cl)cccc1Cl)C(=O)c1cc(-c2cccs2)nn1-c1ccccc1 | u | x
Cc1cc(C)c2[nH]c(=O)c(CN(Cc3ccc4c(c3)OCO4)Cc3nnnn3C3CCCC3)cc2c1 | u | x
Cn1ccc(C(=O)N2CCCc3ccccc32)n1 | -3% | 15
CSCc1ccc(C(=O)NCC(c2cccs2)N2CCOCC2)cc1 (stereo unspecified) | 24% | x
N#Cc1c2n(c3c(=O)n(Cc4ccc(Cl)cc4)cnc13)CCCC2 | 11% | -11
COc1ccc(-c2nc3ccccc3s2)cc1NC(C)=O | u | x
O=C(c1ccc([N+](=O)[O-])c(CS(=O)(=O)c2ccc(Cl)cc2)c1)N1CCCCC1 | u | x
Cc1c(Cl)cccc1NC(=O)CCN1C(=O)C2CC=CCC2C1=O (stereo unspecified) | u | x
O=C1CCC(C(=O)N2CCSCC2)CN1Cc1ccc(Cl)cc1 (stereo unspecified) | i | 6
Cc1cc(OCC(O)CNC(C)(C)C)ccc1Cl (stereo unspecified) | 1% | 3

3 structures already listed, ordered by heavy-atom count, low to high:
compound | S3 lipid droplet | S3 lipid droplet cell count max
CCCN1C(=O)C(O)(C2CC(=O)CC(C)(C)O2)c2ccccc21 (stereo unspecified) | u | x
O=C(c1ccc([N+](=O)[O-])c(CS(=O)(=O)c2ccc(Cl)cc2)c1)N1CCCCC1 | u | x
NS(=O)(=O)c1ccc(CCNC(=O)C2CCN(c3ncnc4c3nc3n4CCCCC3)CC2)cc1 | u | x

An excerpt from above in order of the S3 lipid droplet value, ascending.
molecule	S3 lipid droplet	S3 lipid droplet cell count max
CN(c1ccc(OCC(=O)NC2CCCC2)cc1)S(=O)(=O)c1cccs1	-5%	-3
Cc1ccc2[nH]c3c(c2c1)CN(C(=O)CN1CCSCC1)CC3	-1%	1
COc1cc(OC)cc(C(=O)NC(=S)NCc2ccco2)c1	20%	-21

(cont.)
compound | S3 lipid droplet | S3 lipid droplet cell count max
CCOc1ccc(N(C(C)C(=O)Nc2cccnc2)S(C)(=O)=O)cc1 (stereo unspecified) | u | x
COc1cc(NC(=O)CS(=O)(=O)c2ccccc2)cc(OC)c1OC | u | x
O=C(N=Nc1c(O)n(Cc2ccccc2)c2ccccc12)c1ccncc1 | 15% | 14
CCOC(=O)c1[nH]c(C)c(/C(O)=C2\C(=O)C(=O)N(CCN(C)C)C2c2ccco2)c1C (stereo unspecified) | i | 27
O=C(NCCOC(=O)C1COc2ccccc2O1)C1COc2ccccc2O1 (stereo unspecified) | -28% | x
O=C1c2ccccc2CN1CCSC(=S)N1CCOCC1 | u | x
CCOC(=O)N1CCC(NC(=O)CSCc2nc(-c3sccc3C)oc2C)CC1 | u | x
COC(=O)c1ccccc1NC(=O)CCCn1nc([N+](=O)[O-])c(Br)c1C | 2% | 4
Cc1nn(-c2nc3ccccc3s2)c(N)c1-c1ccccc1 | -7% | -8
O=C(CSc1nc(Nc2ccccc2)nc(N2CCOCC2)n1)Nc1ccc([N+](=O)[O-])cc1 | u | x
Cc1cc(C)c(S(C)(=O)=O)c(Oc2ccccc2C)n1 | -9% | 12
CN(C)/C=C1\C(=O)N(c2ccc(Cl)cc2)CS1(=O)=O | u | x
N#Cc1c(-c2cccs2)cc(-c2cccnc2)nc1N | u | x
CCNC(=S)N1CCN=C1Nc1nc(C)cc(C)n1 | -14% | 8
CCC1C=C(c2ccccc2)C=CN=C1N(CC)CC (stereo unspecified) | -5% | -15
N#CC1(NC(=O)CSc2nncn2-c2ccccc2F)CCCC1 | u | x
O=S(=O)(c1ccc2[nH]c3c(c2c1)CCCC3)N1CCCCC1 | u | x
Cc1cc(C)cc(-n2nnnc2SCC(=O)Nc2cccc(NC(=O)c3ccco3)c2)c1 | u | x
COCc1cc(C)nc(SCC(=O)NCc2ccco2)c1C#N | -11% | -5
O=C(Cn1c(=O)n(CCc2c[nH]c3ccccc23)c(=O)c2cccnc21)Nc1ccccc1F | u | x
O=C(Nc1ccccc1)Nc1cc(Cl)cc(Cl)c1 | u | x
O=C(O)c1ccccc1C(=O)NCc1ccc(F)cc1 | u | x
CCN(CC)C(=O)CSc1nc2c(sc(=S)n2-c2ccccc2)c(=O)n1-c1ccc(OC)cc1OC | u | x
C=C1CC2C=C(NC(C)=O)CC(C1)C2 (stereo unspecified) | -3% | 1
COc1cc(NC(=O)CSc2nc3ccccc3cc2C)c(C(=O)O)cc1OC | u | x
CCOc1ccccc1NC(=O)C1CCN(C(=O)Cc2ccccc2)CC1 | 6% | 0
CCOC(=O)NC(=O)c1cn(Nc2ccccc2)c(=O)[nH]c1=O | u | x
C=CCc1cccc2cc(C(=O)NC3CCCC3)c(=O)oc12 | u | x
CC(C)CCSc1cc(NCCO)c([N+](=O)[O-])c2nonc12 | u | x
CCOC(=O)c1ccc(CNC(=O)c2cc(COc3ccccc3SC)on2)o1 | u | x

Single records, as listed above. Order of screens: S3 lipid droplet, S3 lipid droplet cell count max
COCc1cc(C)nc(SCC(=O)NCc2ccco2)c1C#N as listed: -11%, -5
C=C1CC2C=C(NC(C)=O)CC(C1)C2 (stereo unspecified) as listed: -3%, 1
CN(C)/C=C1\C(=O)N(c2ccc(Cl)cc2)CS1(=O)=O as listed: u, x
Cc1nn(-c2nc3ccccc3s2)c(N)c1-c1ccccc1 as listed: -7%, -8

Continued.
compound | S3 lipid droplet | S3 lipid droplet cell count max
CCCNc1ncccc1C(N)=O | u | x
CC1(C)CC(=O)C(C=NCC2CCCO2)=C(O)C1 (stereo unspecified) | u | x
Cc1ccc(NC(=O)C2CC(=O)N(C(C)c3ccccc3)C2)cc1 (stereo unspecified) | 13% | -5
CCOc1cc(NC(=O)C2CCCO2)c(OCC)cc1NC(=O)C1CC1 (stereo unspecified) | u | x
CCN(CC)c1ccc(C=Nc2cc(C)cc(C)c2)c(O)c1 | u | x
Cn1c(=O)[nH]c(=O)c2c1nc(N1CCCC1)n2CCSc1nc2ccccc2[nH]1 | u | x
Cc1ccc(S(=O)(=O)Nc2ccc(C(OC(=O)c3ccccc3[N+](=O)[O-])(C(F)(F)F)C(F)(F)F)cc2)cc1 | u | x
COc1ccc(CNC(=O)COC(=O)C2CC2C)cc1OC (stereo unspecified) | u | x
COc1cc2c(cc1OC)C(c1ccccc1)N(C(=O)c1cccc(S(C)(=O)=O)c1)CC2 (stereo unspecified) | i | 15
O=C(/C=C/Nc1ccccc1)c1ccccc1 | u | x
CC(=O)N1CCOc2ccc(S(=O)(=O)N3CCC(C(=O)Nc4cc(C)ccc4C)CC3)cc21 | i | 2
CCn1c(SCC(=O)Nc2cc(OC)ccc2OC)nnc1C1CCCCC1 | i | 22
CCOC(=O)Nc1cccc(Cl)c1C | 12% | -10
Cc1cccc(CN2CCN(c3nc4nonc4nc3NC3CC3)CC2=O)c1 | -10% | -14
COc1ccc(C2(CNC(=O)c3ccc(OC)c([N+](=O)[O-])c3)CCOCC2)cc1OC | -23% | -22
O=C(O)CCCC(=O)Nc1ccccc1Br | u | x
COc1ccc(CNC(=O)CN(C2CCCCC2)S(C)(=O)=O)cc1 | u | x
Cc1nn(-c2ccccc2)c(Cl)c1/C=N/NC(=O)c1ccnn1C | u | x
COc1ccccc1NS(=O)(=O)c1cccc(C(=O)N/N=C/c2ccc(NC(C)=O)cc2)c1 | u | x
O=C(Nc1ccc(N2CCOCC2)cc1)c1cc2c(s1)CCCC2 | 12%[9.22 µM] | -2
O=C(O)CCn1c(SCc2cc(=O)n3ccccc3n2)nc2ccsc2c1=O | 2% | 6
CCCN(CCC)CCNC(=O)C(NS(=O)(=O)c1ccc2c(c1)CCC(=O)N2)c1ccccc1 (stereo unspecified) | u | x
Cc1ccc(C)c(NC(=O)CCN2CC(C)CC(C)C2)c1 (stereo unspecified) | 15% | 17
CCOC(=O)Nc1sc2c(c1C(=O)OCC)CCC2 | u | x
CCc1ccccc1NC(=O)CC(O)(C(=O)OC)C(F)(F)F (stereo unspecified) | u | x
CCN(CC)CCN(C(=O)c1cc2ccccc2cc1OC)c1nc2ccc(F)cc2s1 | u | x
CC12CCC(C(=O)Nc3cccc(Cl)c3)(C(Br)C1=O)C2(C)C (stereo unspecified) | 25% | x
COc1ccc(N2CCN(C3CCCN(Cc4ccc(F)cc4)C3)CC2)cc1 (stereo unspecified) | i | -9
